D1 antag: blocks dopamine activation of the human D1 receptor; P21728; activity change, negative = inhibition, % at 10 µM; hit rate 3.2% among 360,000; HEK293 TREx D1 cells, calcium flux, dopamine EC80; stronger effect = lower value; in the data active = activity change below about -30%; note: % is set by controls: 0 for no effect and ±100 for the full control effect
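Antagonism measured as reduced calcium response to an EC80 dopamine addition following 180 s compound pre-read; cells were inducible HEK293 Trex D1 plated overnight at 30 C, read kinetically at 1 cycle/sec.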
D2 antagonist: antagonizes the human D2 dopamine receptor; HEK293 TREx D2 cells, calcium flux, dopamine EC80; hit rate 2% among 340,000; AID 485344; inhibition, % at 10 µM; in the data active = inhibition above about 30%; note: 0% is about no effect
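Overnight-induced (tetracycline, 30 C) HEK293 T-REx cells carrying force-coupled D2 receive a no-wash calcium dye, then compound, then EC80 dopamine at 180 s; signals are read kinetically throughout.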
D1 PAM: enhances dopamine response at the human D1 receptor; P21728; HEK293 TREx D1 cells, calcium flux, dopamine EC20 potentiation; potentiation, % at 10 µM; hit rate 0.036% among 360,000; AID 504651; in the data active = potentiation above about 30%; note: 0% is about no effect
D2 agonist: D2 dopamine receptor (human) agonism. HEK293 T-REx D2 cells, calcium flux agonist mode. AID 485358. hit rate 0.53% among 340,000. activation, % at 2 µM. P14416;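 active = activation over 3 SD above normal in the single-dose calcium agonist read, cut at about 30% in these data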; note: 0% is about no effect
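Tetracycline-induced HEK293 Trex cells with D2 receptor force-coupled to calcium signaling, plated overnight at 30 C and loaded with no-wash calcium dye. Calcium flux read kinetically for 180 s after compound addition; responses flag agonists.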
RXFP1 antag: antagonists of human relaxin receptor RXFP1 | Q9HBX9 | HEK293-RXFP1, relaxin-stimulated cAMP HTRF, 30 min; stronger effect = lower value | activity change, negative = inhibition, % at 57.5 µM | hit rate 0.59% among 350,000 | AID 1259400;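 active = activity change of -60% or lower, but not beyond a set lower limit; inconclusive = change between -60% and -40%, or beyond the set limit; inactive = change above -40%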; note: % is set by controls: 0 for no effect and ±100 for the full control effect
Target sequence (Q9HBX9 whole entry, looked up): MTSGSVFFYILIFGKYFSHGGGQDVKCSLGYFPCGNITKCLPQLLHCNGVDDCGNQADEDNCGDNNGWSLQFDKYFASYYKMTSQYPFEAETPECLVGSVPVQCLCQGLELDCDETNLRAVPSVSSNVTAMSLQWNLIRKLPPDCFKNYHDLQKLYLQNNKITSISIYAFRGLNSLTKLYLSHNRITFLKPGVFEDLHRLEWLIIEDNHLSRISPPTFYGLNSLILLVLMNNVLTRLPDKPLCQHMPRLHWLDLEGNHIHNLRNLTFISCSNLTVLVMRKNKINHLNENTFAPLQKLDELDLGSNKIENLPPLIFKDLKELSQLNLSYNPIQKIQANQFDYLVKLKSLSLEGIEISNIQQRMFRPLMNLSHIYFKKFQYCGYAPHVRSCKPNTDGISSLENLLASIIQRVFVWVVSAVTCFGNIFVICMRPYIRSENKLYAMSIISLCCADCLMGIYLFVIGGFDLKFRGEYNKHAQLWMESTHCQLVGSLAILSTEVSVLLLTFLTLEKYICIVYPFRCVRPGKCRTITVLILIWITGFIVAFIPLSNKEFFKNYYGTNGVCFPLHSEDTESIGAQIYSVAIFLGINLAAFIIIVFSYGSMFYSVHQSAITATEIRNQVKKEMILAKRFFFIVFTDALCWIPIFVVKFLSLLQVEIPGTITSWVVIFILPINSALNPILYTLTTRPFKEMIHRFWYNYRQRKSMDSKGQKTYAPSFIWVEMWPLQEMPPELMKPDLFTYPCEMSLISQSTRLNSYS
D2 PAM: positively modulates the human D2 dopamine receptor allosterically | HEK293 T-REx D2, calcium flux, EC20 dopamine potentiation | potentiation, % at 10 µM | hit rate 0.34% among 340,000;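 active = potentiation over 3 SD above the plate norm, cut at about 30% in these data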; note: 0% is about no effect
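Tetracycline-induced Hek293 Trex D2 cells, force-coupled to calcium, loaded with no-wash calcium dye. Compound added with 180 s kinetic read for agonism, then EC20 dopamine and a further 180 s read for potentiation.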
D1 ag: activates the human D1 dopamine receptor; P21728; hit rate 1% among 360,000; HEK293 T-REx D1 cells, calcium flux, agonist mode; activation, % at 2 µM; in the data active = activation above about 30%; note: 0% is about no effect
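Inducible HEK293 T-REx D1 cells, force-coupled to calcium signalling, were plated at 4000 cells/well with tetracycline and held overnight at 30 C. After no-wash calcium dye loading, compound-evoked calcium rise over 180 s flagged agonists.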
TRHR PAM: allosteric enhancers of human TRH receptor. hit rate 0.66% among 360,000. enhancement, % at 2 µM. P34981. TRHR cells, fluo-8 calcium fluorescence, EC20 TRH enhancement; in the data active = enhancement above about 30%; note: 0% is about no effect
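TRHR-expressing cells loaded with fluo-8 calcium dye were read kinetically (ex 480/em 530) during compound addition, then stimulated with an EC20 of TRH (10 nM final). Enhancement of the Gq-mediated intracellular calcium response was scored.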
RXFP1 agonist: activates the human relaxin receptor RXFP1. Q9HBX9. HEK293T-RXFP1 cAMP TR-FRET, 30 min; response scale: percent of porcine relaxin response, buffer zero. Potency, µM (highest dose often 57.5 µM), for the others: at the highest dose activation, hits mostly activators. hit rate 0.3% among 370,000. AID 2676; active = well fitted activation curve with a large enough effect; inconclusive = small, poorly fitted or top-dose-only effect; note: potency is the fitted concentration of half-maximal effect; % is set by controls: 0 for no effect and ±100 for the full control effect; nearly all actives have a fitted effect of over 60% in size; many of its hits are not listed in these tables
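HEK293T cells stably expressing RXFP1 were pretreated with the PDE4 inhibitor Ro 20174, exposed to compounds for 30 min at 37C, lysed, and cAMP was read by TR-FRET. Data normalized to buffer (basal) and 29 nM porcine relaxin (100%).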
* = called active by the depositor; ? = inconclusive; nt = no result given.

Start of the data: the first 12 entries (preview)
SMILES	D1 antag	D2 antagonist	D1 PAM	D2 agonist	RXFP1 antag	D2 PAM	D1 ag	TRHR PAM	RXFP1 agonist
COc1ccccc1S(=O)(=O)n1cc(Cc2ccccc2)c(N)n1	7	nt	1	nt	1	nt	-4	-3	3.2%
COc1cccc(CN(C)CC(=O)NNC(=O)c2ccc(Cl)cc2)c1	13	21	-5	-0.4	-11	-12	0	-8	0.3%
CN(CC(=O)N1CCN(c2ccccc2)CC1)C1CCCc2ccccc21 (stereo not drawn)	-1	-5	-1	-1.0	-14	-10	1	2	2.1%
COC(=O)c1oc2ccc(Br)cc2c1NC(=O)c1ccccc1	-8	11	-1	0.8	-10	6	2	-2	12%
CC(=O)Nc1ccc(NS(=O)(=O)c2ccc3c(c2)CC(C)N3C(=O)C2CCC2)cc1 (stereo not drawn)	6	nt	-1	0.1	-13	3	0	46*	1.1%
COc1ccc(NS(=O)(=O)c2cc(NC(=O)c3cnccn3)ccc2N2CCCC2)cc1	3	nt	2	nt	10	nt	0	-8	-0.7%
CC1CCC(NC(=O)c2ccc(COc3ccccc3)o2)CC1 (stereo not drawn)	-12	-2	-6	0.1	0	13	25	4	-2.1%
O=S(N1CCCCCC1)C12CC3CC(CC(C3)C1)C2 (stereo not drawn)	0	8	-1	0.4	-11	1	11	-2	0.2%
NC(=O)c1ccccc1OCc1nc2ccccc2s1	-16	15	-7	0.0	-11	-14	3	0	-0.7%
CC(NC(=O)Nc1ccc(Cl)cc1)C(c1cccs1)N1CCOCC1 (stereo not drawn)	-8	25	0	0.4	1	6	0	-1	0.0%
O=[N+]([O-])c1ccc(C2=Nn3cnnc3SC2)cc1	-2	0	5	0.4	7	2	-1	8	-1.4%
CCc1cc2c(=O)c(-c3ccc4c(c3)OCCO4)coc2cc1OS(C)(=O)=O	-16	13	-1	-0.4	-84*	-3	3	-2	-2.4%

The listing, from the first entry:
SMILES	D1 antag	D2 antagonist	D1 PAM	D2 agonist	RXFP1 antag	D2 PAM	D1 ag	TRHR PAM	RXFP1 agonist
COc1ccccc1S(=O)(=O)n1cc(Cc2ccccc2)c(N)n1	7	nt	1	nt	1	nt	-4	-3	3.2%
COc1cccc(CN(C)CC(=O)NNC(=O)c2ccc(Cl)cc2)c1	13	21	-5	-0.4	-11	-12	0	-8	0.3%
CN(CC(=O)N1CCN(c2ccccc2)CC1)C1CCCc2ccccc21 (stereo not drawn)	-1	-5	-1	-1.0	-14	-10	1	2	2.1%
COC(=O)c1oc2ccc(Br)cc2c1NC(=O)c1ccccc1	-8	11	-1	0.8	-10	6	2	-2	12%
CC(=O)Nc1ccc(NS(=O)(=O)c2ccc3c(c2)CC(C)N3C(=O)C2CCC2)cc1 (stereo not drawn)	6	nt	-1	0.1	-13	3	0	46*	1.1%
COc1ccc(NS(=O)(=O)c2cc(NC(=O)c3cnccn3)ccc2N2CCCC2)cc1	3	nt	2	nt	10	nt	0	-8	-0.7%
CC1CCC(NC(=O)c2ccc(COc3ccccc3)o2)CC1 (stereo not drawn)	-12	-2	-6	0.1	0	13	25	4	-2.1%
O=S(N1CCCCCC1)C12CC3CC(CC(C3)C1)C2 (stereo not drawn)	0	8	-1	0.4	-11	1	11	-2	0.2%
NC(=O)c1ccccc1OCc1nc2ccccc2s1	-16	15	-7	0.0	-11	-14	3	0	-0.7%
CC(NC(=O)Nc1ccc(Cl)cc1)C(c1cccs1)N1CCOCC1 (stereo not drawn)	-8	25	0	0.4	1	6	0	-1	0.0%
O=[N+]([O-])c1ccc(C2=Nn3cnnc3SC2)cc1	-2	0	5	0.4	7	2	-1	8	-1.4%
CCc1cc2c(=O)c(-c3ccc4c(c3)OCCO4)coc2cc1OS(C)(=O)=O	-16	13	-1	-0.4	-84*	-3	3	-2	-2.4%
O=C(NNS(=O)(=O)c1ccc(Br)cc1)c1cccs1	1	7	0	-0.1	-21	0	0	-1	-0.3%
CCCCNCC1CCCO1 (stereo not drawn)	-91*	70*	-6	0.4	-14	-21	4	-23	3.5%
COc1ccc2c(c1)CCc1c(C(=O)N3CCc4ccccc4C3)noc1-2	-12	1	-3	0.8	-11	-1	10	-5	0.9%
O=[N+]([O-])c1cc(C(F)(F)F)ccc1N1CCN(S(=O)(=O)c2ccc3c(c2)CCCC3)CC1	2	-1	-10	0.3	nt	4	2	1	3.1%
CCOc1ccc(OCCCC(=O)NCCOc2ccccc2OC)cc1	3	-8	-3	-1.3	15	-3	1	-1	-2.0%
O=C(O)CCc1nn2cc(-c3ccccc3)nc2[nH]c1=O	-79*	nt	-5	nt	44	-3	1	-1	12%
OCCC1CN(Cc2cnc(-c3ccccc3)s2)CCN1CCc1ccccc1 (stereo not drawn)	-3	-7	-7	0.4	-2	-10	2	-1	-0.7%
O=C(c1cc(S(=O)(=O)N2CCOCC2)c(Cl)cc1Cl)N1CCCC1	15	14	0	0.2	-4	18	4	3	0.1%
Cc1cc2nc(SCCN3CCOCC3)[nH]c2cc1C	-1	12	4	-1.2	-6	2	0	-3	1.2%
CCCCN(CCCC)CCCNC(=O)CN1C(=O)COc2ccc(S(=O)(=O)N3CCC(C)CC3)cc21	6	6	-2	0.2	28	-1	0	3	-3.7%
O=C(NC1CCC(=O)N(CCSc2ccccc2)CC1)OCc1ccccc1 (stereo not drawn)	2	-25	-1	0.1	nt	-5	1	8	-0.2%
CCCC(C(=O)NCc1cccc(Cl)c1)N1Cc2ccccc2C1=O (stereo not drawn)	7	nt	3	-1.3	-7	3	-1	-2	0.2%
CC(C)c1ccc(CNc2nc(-c3ccco3)nn2S(=O)(=O)c2ccc(F)cc2)cc1	-4	nt	-1	2.8	-21	-12	9	-1	1.0%
The results go on:
SMILES	D1 antag	D2 antagonist	D1 PAM	D2 agonist	RXFP1 antag	D2 PAM	D1 ag	TRHR PAM	RXFP1 agonist
COc1ccc(-c2noc(-c3cccnc3)n2)cc1OC	nt	12	-1	0.1	-14	-5	-1	4	0.5%
CCS(=O)(=O)N1CCN=C1SCc1cccnc1	9	-15	-2	1.0	-3	3	3	3	0.8%
CCOc1c(Cl)cc(C(=O)NCCN2CCCCC2)cc1Cl	1	34*	-17	-0.2	0	-9	6	6	0.5%
O=C(NN=C1CCCC1)NC1CCCCC1	7	18	1	0.7	-3	10	3	3	0.1%
O=c1c2cc3c(nc2[nH]c(=S)n1-c1ccccc1)CCCC3	3	-7	-7	-0.7	-16	10	1	0	?
C[C@H](NC(=O)c1nc[nH]c1C(=O)N[C@@H](CCCCNC(=O)OC(C)(C)C)C(=O)OC(C)(C)C)C(=O)OC(C)(C)C	1	-14	0	0.5	nt	-3	-1	-1	-3.7%
CCOC(=O)N1CC=C2C(C#N)=C(N)C(C#N)(C#N)[C@H](c3ccc(OCC)c(OCC)c3)[C@H]2C1	9	-12	-6	-1.6	-15	28	0	2	1.6%
O=C(CN1CCN(c2ccc(F)cc2)CC1)N1CCOCC1	-4	-1	-1	0.3	-6	1	2	9	0.4%
COc1ccc(C(=O)O/N=C(\N)c2ccccn2)cc1	-2	-4	-3	0.4	1	0	2	5	1.3%
CC1CCCCN1CCNC(=O)c1ccc2c(c1)N(Cc1ccccc1F)C(=O)c1ccccc1S2=O (stereo not drawn)	-6	-4	2	1.6	-6	-6	14	8	-4.1%
O=C(CSc1nnnn1-c1ccccc1F)NNC(=O)c1ccco1	19	-5	-1	0.5	0	-2	5	1	3.3%
O=C(CN=C1NC(=O)C(c2ccccc2)(c2ccccc2)N1)NCc1ccc(F)cc1	18	-7	-2	-1.0	-5	3	1	2	0.2%
Cc1cc(C(=O)NCCCC(=O)O)c(C)o1	1	-12	-1	0.2	-12	-4	-1	3	1.4%
Cc1ccc2c(c1)sc1nc(=O)ccn12	-11	-53	-4	-0.8	-6	1	4	-13	7.9%
O=C(CSc1nc2ccccc2[nH]1)NC1CCCc2ccccc21 (stereo not drawn)	-10	5	-1	-0.8	12	-8	1	-10	1.6%
CC(C)NC(=O)c1onc(CSc2cccc(F)c2)c1C(=O)O	95	4	-1	-0.2	nt	6	25	0	-0.5%
COc1ccc(CNC(=O)[C@@H](C)NC(=O)[C@@H]2Cc3ccccc3CN2)cc1	-7	-14	0	0.1	nt	8	1	2	-0.1%
CC(C)(C)n1ncc2c(=O)n(CC(=O)N3CCc4ccccc43)cnc21	27	3	4	0.0	3	-7	0	-7	2.1%
CCC(=O)N1CCc2cc(Br)cc(S(=O)(=O)CCC(=O)NCc3ccccc3OC)c21	-7	nt	0	0.1	-6	-9	1	19	-4.5%
CCN1C(=O)[C@@H]2[C@@H](c3ccc(-c4ccc(Cl)c(Cl)c4)c(OC)c3)N3CCC[C@@]3(C(=O)OC)[C@@H]2C1=O	-11	11	-6	0.2	nt	-1	10	5	1.7%
COc1ccc2oc3ccc(OC)cc3c(=O)c2c1	1	-4	3	-1.1	-7	-1	0	-2	4.4%
N#CC1=C(N)C(C#N)(C#N)[C@H](c2c(F)cccc2F)[C@H]2CC3(CC=C12)OCCO3	9	12	1	0.3	-18	9	0	12	0.7%
Cc1ccccc1CNC(=O)C(=O)NCC1OCCCN1S(=O)(=O)c1ccc(F)cc1C (stereo not drawn)	-5	-14	8	-1.1	-16	2	1	1	2.2%
Cc1cc(NS(=O)(=O)c2ccc(NC(=O)C(C)Oc3ccc(Cl)cc3)cc2)no1 (stereo not drawn)	20	2	-7	0.0	3	3	12	-6	-3.3%
COc1ccc(S(=O)(=O)Cc2ccc(C(=O)N3CCN(c4ccccc4F)CC3)o2)cc1	-1	15	nt	6.7	nt	-13	4	1	2.0%
Cc1cc2c(NC3CCCCC3)ncnc2s1	-17	25	-6	-0.2	4	-5	11	1	-1.6%
CCOC(=O)c1c(-c2ccc(C)cc2)csc1/N=C/N(C)C	-7	-13	-4	1.3	1	0	2	-2	0.5%
CCOc1ccc(CN2CCN(Cc3cccc4nonc34)CC2CCO)cc1 (stereo not drawn)	2	21	-8	0.2	-24	-16	0	1	-0.6%
COc1cnn(-c2ccc(F)cc2)c(=O)c1Br	3	-14	2	-0.4	-2	-24	6	3	7.6%

Compound activity from PubChem.

Some of the compounds tested, so the mix of outcomes need not match the whole.
